Bioassay records as filed in PubChem.
TLR9-MyD88 inh: TLR9-MyD88 interaction inhibition; Q9NR96+Q99836; CHO BLA complementation TLR9-MyD88, CCF4 FRET ratio; inhibition, % at 4.98 µM; 340,000 tested, 0.21% active;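 active = inhibition above the mean over all tested compounds plus 3 SD, cut at about 21% in these data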;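 note: 0% = DMSO only wells and 100% = clavulanate BLA inhibitor control wells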
NR5A2 inv ag: suppresses constitutive activity of human LRH-1 | 360,000 tested, 0.13% active | inhibition, % at 3.6 µM | O00482 | HEK293T StAR-luciferase reporter, LRH-1 transfected, 24 h;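 active = inhibition above the mean inhibition of all tested compounds plus 3 SD, cut at about 73% in these data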;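 note: 0% = DMSO wells and 100% = reporter-only cells lacking LRH-1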
ABHD5-PLIN5 inh: blocks binding of human ABHD5 to perilipin-5; inhibition, % at 4 µM; 360,000 tested, 0.78% active; Split G. princeps luciferase complementation, luminescence, 4 h;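 active = inhibition above the mean inhibition across every tested compound plus 3 SD, cut at about 22% in these data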;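 note: 0% = DMSO only wells and the 100% control is not disclosed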
EBV LMP1 NFkB: Epstein-Barr LMP1 NF-kappaB reporter inhibition | LMP1-induced NF-kappaB luciferase reporter cells, luminescence | inhibition, % at 12.5 µM | 350,000 tested, 0.69% active; in the data active = inhibition above about 41%;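 note: 0% = neutral control wells and 100% = reference inhibitor control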
NR2F2 inh: inhibitors of human COUP-TFII (NR2F2). P24468. HEK293T NGFI-A luciferase reporter, luminescence. inhibition, % at 8.6 µM. 370,000 tested, 0.7% active. AID 686940;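 active = inhibition above a per-plate cutoff, mean inhibition of test wells between control levels plus 3 SD, cut at about 38% in these data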;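 note: cells cotransfected with COUP-TFII expression vector driving the NGFI-A reporter; 0% = median of COUP-TF2 test wells and 100% = reporter-only cells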
NOD2-RIPK2 inh: blocks binding of human NOD2 to RIPK2; O43353; CHO BLA complementation NOD2-RIPK2, CCF4 ratio; inhibition, % at 4.98 µM; 360,000 tested, 0.38% active; AID 624267; in the data active = inhibition above about 21%;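 note: 0% = vehicle only and 100% = reference blocker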
Target sequence (O43353 whole entry, looked up): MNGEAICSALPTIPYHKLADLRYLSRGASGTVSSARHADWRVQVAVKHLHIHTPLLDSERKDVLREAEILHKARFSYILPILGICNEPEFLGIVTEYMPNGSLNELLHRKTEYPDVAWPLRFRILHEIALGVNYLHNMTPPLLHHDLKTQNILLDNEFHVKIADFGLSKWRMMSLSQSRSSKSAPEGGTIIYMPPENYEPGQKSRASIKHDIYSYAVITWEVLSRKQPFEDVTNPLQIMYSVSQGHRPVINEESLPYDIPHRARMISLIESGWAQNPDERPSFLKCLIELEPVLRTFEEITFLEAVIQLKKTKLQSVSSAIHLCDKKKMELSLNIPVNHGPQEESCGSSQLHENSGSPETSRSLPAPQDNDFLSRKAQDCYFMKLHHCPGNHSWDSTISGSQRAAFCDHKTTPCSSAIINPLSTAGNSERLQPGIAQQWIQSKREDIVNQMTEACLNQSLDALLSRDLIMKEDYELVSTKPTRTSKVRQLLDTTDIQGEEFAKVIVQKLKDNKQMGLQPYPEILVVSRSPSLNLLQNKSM
SRC2 inh: inhibits human steroid receptor coactivator 2; Q15596; HEK293 GAL4-SRC2 luciferase reporter, luminescence; inhibition, % at 9 µM; 370,000 tested, 0.17% active; AID 651957;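 active = inhibition above the mean inhibition of all tested compounds plus 3 SD, set per campaign, cut at about 52% in these data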;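 note: 0% = DMSO treated cells and 100% = cells given Gossypol at 36 µM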
NCOA1 inh: inhibitors of human steroid receptor coactivator 1 (SRC1); Q15788; HEK293 GAL4-SRC1 luciferase reporter, luminescence; inhibition, % at 3.6 µM; 360,000 tested, 0.12% active;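 active = inhibition above the campaign mean plus 3 SD, with each screening campaign given its own cutoff, cut at about 60% in these data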;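 note: 0% = DMSO treated cells and 100% = gossypol at 36 µM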
MC4R ag barr: human MC4R agonism via beta-arrestin; P32245; U2OS MC4R beta-arrestin complementation, luminescence; percent of melanotan II response, DMSO zero; activation, % at 8.9 µM; 360,000 tested, 0.98% active; AID 540308;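 active = activation above a per-plate cutoff, the mean activation of sample wells on that plate plus 3 SD, cut at about 8% in these data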
Target sequence (P32245 whole entry, looked up): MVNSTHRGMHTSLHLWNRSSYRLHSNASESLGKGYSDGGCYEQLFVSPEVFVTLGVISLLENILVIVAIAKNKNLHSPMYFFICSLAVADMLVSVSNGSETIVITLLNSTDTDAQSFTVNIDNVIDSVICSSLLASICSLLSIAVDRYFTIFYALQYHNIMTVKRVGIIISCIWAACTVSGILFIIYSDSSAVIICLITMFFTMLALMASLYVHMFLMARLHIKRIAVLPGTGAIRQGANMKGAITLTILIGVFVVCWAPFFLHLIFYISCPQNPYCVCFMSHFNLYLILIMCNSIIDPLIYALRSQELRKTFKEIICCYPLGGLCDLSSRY
SRC3 inh: inhibitors of human steroid receptor coactivator 3 (SRC3); Q9Y6Q9; HEK293 GAL4-SRC3 luciferase reporter, luminescence; inhibition, % at 3.6 µM; 360,000 tested, 0.17% active;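 active = inhibition above a per-campaign cutoff, the mean of all compounds plus 3 SD, cut at about 60% in these data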;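 note: 0% = DMSO-treated cells and 100% = gossypol-treated cells at 36 µM; higher means less SRC3-driven luciferase light from the GAL4 reporter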
MC4R antagonist: blocks human MC4R cAMP signaling. P32245. MC4R-expressing cells, MTII-stimulated cAMP, LANCE TR-FRET. inhibition, % at 6.5 µM. 360,000 tested, 0.48% active. AID 540295;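 active = inhibition above its plate's cutoff, the mean of tested wells on that plate plus 3 SD, cut at about 29% in these data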;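 note: 0% = Melanotan II alone and 100% = Melanotan II plus saturating MCL0020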
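Assay system: U2OS cells stably expressing human melanocortin 4 receptor (MC4R) / Dosing: 6.5 µM / Timing: compound 30 min, challenge 1 h, detection 1 h / Measured by: Eu-cAMP/anti-cAMP TR-FRET, emission 671 nm / Replicates: singlicate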
The depositor's hits bear a star; . = no result given.

1	CC1=C(C(=O)Nc2ccccc2)C(c2cc(CN3CCOCC3)cs2)C2=C(CCCC2=O)N1 (configuration not stated)
2	C/C(=N\NC(=O)c1ccccc1)c1ccc(-n2ccnc2)cc1
3	CC(C(=O)N1CCc2ccccc2C1)N(c1ccccc1)S(C)(=O)=O (configuration not stated)
4	COc1cc(CC(=O)OCC(=O)Nc2ccc(N3CCOCC3)cc2)cc(OC)c1OC
5	CCCc1[nH]n(-c2ccc(F)cc2)c(=O)c1C=NCC1CCCO1 (configuration not stated)
entry no.	1	2	3	4	5
TLR9-MyD88 inh	7	-8	-14	-8	0
NR5A2 inv ag	13	-109	4	37	-8
ABHD5-PLIN5 inh	1	-5	-4	-8	9
EBV LMP1 NFkB	-12	-11	8	-5	-17
NR2F2 inh	-2	-41	2	3	2
NOD2-RIPK2 inh	-9	-16	-9	-12	-7
SRC2 inh	-10	-21	7	-2	7
NCOA1 inh	-37	-44	-16	2	-25
MC4R ag barr	2.3	-0.9	-0.1	1.3	0.3
SRC3 inh	2	-79	-5	5	-17
MC4R antagonist	-7	-6	9	15	4

6	COc1ccc(OC)c(CNC(=O)C2CCN(S(=O)(=O)N3CCCCC3)CC2)c1
7	COc1ccc(OC2CCN(S(=O)(=O)c3ccc(OC)c(OC)c3)CC2)cc1
8	COc1ccc(NC(=O)Cc2ccc(Cl)cc2)cc1S(=O)(=O)N1CCCCC1
9	COc1ccc(NC(=O)N2CCc3ccccc32)cc1
10	COc1cc2cc(CCO)oc(=O)c2cc1OC
entry no.	6	7	8	9	10
TLR9-MyD88 inh	-15	-12	5	1	-6
NR5A2 inv ag	3	12	-9	-187	-8
ABHD5-PLIN5 inh	-5	-5	-16	-1	5
EBV LMP1 NFkB	-5	10	18	-1	3
NR2F2 inh	-9	4	4	-42	0
NOD2-RIPK2 inh	0	1	-1	-16	-13
SRC2 inh	11	9	12	-11	-26
NCOA1 inh	-2	17	11	-84	0
MC4R ag barr	-3.0	-0.5	-2.7	1.0	-0.3
SRC3 inh	10	11	0	-123	-24
MC4R antagonist	12	-3	1	4	1

Random excerpt: 2 entries already listed
6	COc1ccc(OC)c(CNC(=O)C2CCN(S(=O)(=O)N3CCCCC3)CC2)c1
9	COc1ccc(NC(=O)N2CCc3ccccc32)cc1
entry no.	6	9
TLR9-MyD88 inh	-15	1
NR5A2 inv ag	3	-187
ABHD5-PLIN5 inh	-5	-1
EBV LMP1 NFkB	-5	-1
NR2F2 inh	-9	-42
NOD2-RIPK2 inh	0	-16
SRC2 inh	11	-11
NCOA1 inh	-2	-84
MC4R ag barr	-3.0	1.0
SRC3 inh	10	-123
MC4R antagonist	12	4

The list goes on:
11	COc1cc2c(cc1OC)CN(Cc1cc(=O)oc3cc(C)c(C)cc13)CC2
12	COc1ccc(CC(=O)N2CCN(c3ccccc3OC)CC2)cc1OC
13	Cn1c(=O)[nH]c(=O)c2c1nc(NCc1ccco1)n2CCCc1ccccc1
14	O=C1CC(NS(=O)(=O)c2cccnc2)CN1c1cccc(F)c1 (configuration not stated)
15	COc1cc(C(=O)NCC(c2ccccc2)N(C)C)ccc1OCC(=O)N1CCOCC1 (configuration not stated)
entry no.	11	12	13	14	15
TLR9-MyD88 inh	1	1	-8	8	0
NR5A2 inv ag	-1	-2	-16	-5	-15
ABHD5-PLIN5 inh	-6	-2	3	4	2
EBV LMP1 NFkB	2	-7	6	-4	-6
NR2F2 inh	6	-9	1	7	-4
NOD2-RIPK2 inh	1	-2	-9	-8	-1
SRC2 inh	12	11	-6	-12	-9
NCOA1 inh	5	13	6	-2	6
MC4R ag barr	0.6	-0.7	0.5	-0.7	-0.7
SRC3 inh	22	9	-7	-11	21
MC4R antagonist	-8	0	16	14	-2

16	CCOc1cccc2sc(N(CCN(C)C)C(=O)/C=C/c3cccs3)nc12
17	CCOc1cc(C(=O)OCC(=O)Nc2cc(C)on2)ccc1OCC(C)C
18	Cc1ccc(C(=O)Nc2ccc3c(c2)CCC3)cc1
19	NCCCC[C@H]1CNC(=S)N1CCc1cccc(F)c1
20	Clc1ccc(-c2nc3ncccn3c2Cl)cc1
entry no.	16	17	18	19	20
TLR9-MyD88 inh	-8	0	8	6	-8
NR5A2 inv ag	-3	-5	-69	1	-44
ABHD5-PLIN5 inh	21	1	2	8	1
EBV LMP1 NFkB	3	-8	4	3	-7
NR2F2 inh	.	-8	-9	0	.
NOD2-RIPK2 inh	0	-3	-7	-2	-9
SRC2 inh	.	-5	4	-4	.
NCOA1 inh	9	17	-61	-3	-30
MC4R ag barr	15*	2.9	2.8	-1.2	-0.6
SRC3 inh	15	-2	-29	-10	-61
MC4R antagonist	-2	2	-8	1	7

21	COc1ccc(N(C)S(=O)(=O)c2cccc3nsnc23)cc1
22	C=CC[C@H](CC(=O)OC(C)(C)C)C(=O)OC[C@@H]1CCCN1C(=O)[C@@H](CC=C)CC(=O)NCCO
23	O=C(NCCNC1CCC(c2ccccc2)CC1)c1cccs1 (configuration not stated)
24	CN(C)c1ccc(C(C(=O)NCC2CCCO2)N(C(=O)c2snc(C(N)=O)c2N)c2ccc3c(c2)OCO3)cc1 (configuration not stated)
25	COc1cc([C@H]2[C@@H]3CCCC[C@]3(O)CCN2CC(=O)Nc2ccc(C)cc2C)ccc1O
entry no.	21	22	23	24	25
TLR9-MyD88 inh	-2	-4	5	-1	-3
NR5A2 inv ag	-2	17	17	-3	29
ABHD5-PLIN5 inh	4	4	8	-5	-1
EBV LMP1 NFkB	-5	4	5	-5	-5
NR2F2 inh	3	6	-24	-11	13
NOD2-RIPK2 inh	-3	-7	-6	-11	-4
SRC2 inh	19	10	-3	-13	14
NCOA1 inh	-1	-12	-12	-5	-8
MC4R ag barr	-2.2	-1.6	-0.8	-0.3	0.4
SRC3 inh	-20	4	-1	1	-9
MC4R antagonist	-7	3	5	17	16

26	Cn1cc([N+](=O)[O-])c(C(=O)N/N=C/c2cc3c(cc2Br)OCO3)n1
27	Cc1nn(C)cc1C(=O)Nc1ccccc1Br
28	COc1ccc(Cn2c(=O)[nH]c3cc(C(=O)Nc4ccccc4C)ccc32)cc1
29	Cc1ccc(N2CCN(/N=C/c3ccccc3)CC2)cc1
30	CNC(=S)Nc1cccc(C(C)=O)c1
entry no.	26	27	28	29	30
TLR9-MyD88 inh	-7	-3	-2	1	-13
NR5A2 inv ag	-10	-2	2	-8	12
ABHD5-PLIN5 inh	-2	2	-5	-4	-5
EBV LMP1 NFkB	1	2	2	-3	-7
NR2F2 inh	-8	5	-8	22	-16
NOD2-RIPK2 inh	1	-17	-3	-8	-1
SRC2 inh	-20	-4	6	-6	4
NCOA1 inh	-10	-25	-11	4	-8
MC4R ag barr	0.7	-1.2	0.8	-1.6	-2.9
SRC3 inh	3	10	-19	11	-13
MC4R antagonist	5	1	15	-7	0

31	Cn1c2c(c3ccccc31)CCN=C2c1ccccc1
32	O=C(Oc1ccc2c(=O)c(Cl)coc2c1)c1cccnc1
33	O=C(O)[C@H]1CC=C[C@H]2CCN(Cc3ccc(Cl)c(Cl)c3)C(=O)[C@@H]12
34	O=C1NC(=O)C(=Cc2ccco2)S1
35	C[C@@H]1CN([C@@H](C)CO)C(=O)c2cc(C#Cc3cccc(F)c3)cnc2O[C@@H]1CN(C)CC1CCOCC1
entry no.	31	32	33	34	35
TLR9-MyD88 inh	-5	10	0	-14	-4
NR5A2 inv ag	7	4	-3	-6	-12
ABHD5-PLIN5 inh	2	0	9	8	-1
EBV LMP1 NFkB	0	5	-3	-4	-5
NR2F2 inh	4	-15	-9	12	7
NOD2-RIPK2 inh	-5	-5	-4	1	0
SRC2 inh	1	25	15	7	13
NCOA1 inh	-47	6	9	-10	-3
MC4R ag barr	-1.1	-2.0	-1.5	-1.1	0.3
SRC3 inh	-17	-13	7	-1	-21
MC4R antagonist	-5	3	-5	-1	3

One compound at a time, from the list above. Order of values: TLR9-MyD88 inh	NR5A2 inv ag	ABHD5-PLIN5 inh	EBV LMP1 NFkB	NR2F2 inh	NOD2-RIPK2 inh	SRC2 inh	NCOA1 inh	MC4R ag barr	SRC3 inh	MC4R antagonist
O=C(Oc1ccc2c(=O)c(Cl)coc2c1)c1cccnc1 as listed: 10	4	0	5	-15	-5	25	6	-2.0	-13	3
C[C@@H]1CN([C@@H](C)CO)C(=O)c2cc(C#Cc3cccc(F)c3)cnc2O[C@@H]1CN(C)CC1CCOCC1 as listed: -4	-12	-1	-5	7	0	13	-3	0.3	-21	3

Next section
36	O=C(Nc1ccc(-c2csc(Nc3cccc(C(F)(F)F)c3)n2)cc1)c1ccccc1
37	CCOc1ccc(N2C(=O)CS/C2=N/NC(=O)COc2ccc3ccccc3c2)cc1
38	CC1(C2CCC3C4CCC5CC6(CCC5(C)C4C(=O)CC32C)OCCO6)OCCO1 (configuration not stated)
39	CCCN(CC(=O)Nc1ccccc1C)C(=O)/C=C/c1ccc(S(=O)(=O)N2CCCCCC2)cc1
40	CCOC(=O)N1CCN(S(=O)(=O)c2ccc(C)c(C(=O)NC3CCCCC3)c2)CC1
entry no.	36	37	38	39	40
TLR9-MyD88 inh	1	3	-4	-12	0
NR5A2 inv ag	3	-8	15	-1	2
ABHD5-PLIN5 inh	-29	10	7	9	-1
EBV LMP1 NFkB	-11	1	-3	1	5
NR2F2 inh	-3	19	17	-5	-7
NOD2-RIPK2 inh	-10	4	-7	6	-1
SRC2 inh	9	4	0	0	-8
NCOA1 inh	-1	-19	22	13	-9
MC4R ag barr	1.6	0.5	0.4	-4.8	-0.9
SRC3 inh	12	14	9	-1	-4
MC4R antagonist	23	1	6	11	2

41	O=C(CSc1n[nH]c(-c2cccs2)n1)N1CCCc2ccccc21
42	CCC(C)c1ccc(OCC(=O)O)cc1 (configuration not stated)
43	CN1N=C2c3ccccc3CCC2C1c1ccc(F)cc1 (configuration not stated)
44	CC(C)NC(=O)NC(=O)COC(=O)c1cccc(OC(F)F)c1
45	Cc1cc(OCC(=O)NC(Cc2ccc(Cl)cc2)C(=O)O)c2c(C)c(C)c(=O)oc2c1 (configuration not stated)
46	COc1ccc(CCNC(=O)Nc2cccc([N+](=O)[O-])c2)cc1
entry no.	41	42	43	44	45	46
TLR9-MyD88 inh	-3	6	.	-1	-14	0
NR5A2 inv ag	14	-7	-14	5	6	0
ABHD5-PLIN5 inh	-3	-8	5	5	-1	-2
EBV LMP1 NFkB	5	-18	.	0	-4	0
NR2F2 inh	8	5	-10	-6	1	0
NOD2-RIPK2 inh	5	-4	0	-1	-11	-3
SRC2 inh	-6	-3	-37	11	-4	1
NCOA1 inh	-4	-6	-14	15	8	-6
MC4R ag barr	-1.6	-0.9	0.9	-3.5	-0.8	0.7
SRC3 inh	17	-1	-27	5	12	23
MC4R antagonist	7	1	12	16	2	5

A portion of the library. The share of hits here may be higher or lower than overall.
